# PAFAH1B2 FP inh – inhibitors of human PAFAH1B2; hit rate 1.2% among 340,000; AID 492953; inhibition, % at 3.39 µM; recombinant PAFAH1B2, FP-rhodamine activity probe, fluorescence polarization;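 active means inhibition above the mean of all tested compounds plus 3 SD, cut at about 24% in these data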;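 further: 0% = enzyme with DMSO and 100% = wells lacking PAFAH1B2; many of its hits are not listed in these tables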
# PAFAH2 inh – inhibitors of human PAFAH2; recombinant PAFAH2, FP-rhodamine activity probe, fluorescence polarization; inhibition, % at 3.39 µM; hit rate 0.99% among 340,000; AID 492956;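 active means inhibition above the mean over all tested compounds plus 3 SD, cut at about 30% in these data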;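 further: inhibitors block probe labeling of enzyme so polarization drops; 0% = enzyme with DMSO and 100% = wells lacking PAFAH2 protein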
# pPAFAH inh – inhibitors of human plasma PAF acetylhydrolase (pPAFAH); Q13093; recombinant pPAFAH, FP-rhodamine probe fluorescence polarization; inhibition, % at 3.39 µM; hit rate 1.5% among 330,000; AID 463082;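 active means inhibition above the mean inhibition across the screen plus 3 SD, cut at about 25% in these data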;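 further: inhibitors block binding of the rhodamine activity-based probe so polarization drops; 0% = enzyme with DMSO and 100% = wells lacking pPAFAH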
# PAFAH1B3 inh – blocks human PAF acetylhydrolase 1B catalytic subunit 3; Q15102; inhibition, % at 3.39 µM; AID 492972; hit rate 0.28% among 340,000; recombinant PAFAH1B3, FP-rhodamine probe, fluorescence polarization;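 active means inhibition above the screen-wide average of all tested compounds plus 3 SD, cut at about 25% in these data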;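 further: 0% = enzyme with DMSO only and 100% = wells lacking PAFAH1B3 protein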
# LYPLA1 counter – blocks human lysophospholipase 1, a PME1 counter-screen; O75608; hit rate 0.16% among 320,000; AID 2174; recombinant LYPLA1, FP-Rh probe fluorescence polarization; inhibition, % at 5.9 µM;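 active means inhibition above the mean of all tested compounds plus 3 SD, set per campaign, cut at about 14% in these data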;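 further: inhibitors block serine hydrolase probe labeling of LYPLA1 so polarization falls; 0% = enzyme with DMSO and 100% = wells lacking LYPLA1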
# EBNA-1 inhibitor – blocks EBNA-1 binding to DNA; EBNA-1 DNA binding, fluorescence polarization; AID 1950; hit rate 0.34% among 300,000; inhibition, % at 14.8 µM; in the data active means inhibition above about 28%
# PREPL inhibitor – inhibitors of human prolyl oligopeptidase-like enzyme PREPL | Q4J6C6 | hit rate 0.68% among 320,000 | recombinant PREPL, fluorescence polarization activity-based probe | inhibition, % at 5.96 µM; in the data active means inhibition above about 43%;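 further: 0% = enzyme with DMSO and 100% = wells lacking enzyme; many of its hits are not listed in these tables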
# Target sequence (Q4J6C6 whole entry, looked up): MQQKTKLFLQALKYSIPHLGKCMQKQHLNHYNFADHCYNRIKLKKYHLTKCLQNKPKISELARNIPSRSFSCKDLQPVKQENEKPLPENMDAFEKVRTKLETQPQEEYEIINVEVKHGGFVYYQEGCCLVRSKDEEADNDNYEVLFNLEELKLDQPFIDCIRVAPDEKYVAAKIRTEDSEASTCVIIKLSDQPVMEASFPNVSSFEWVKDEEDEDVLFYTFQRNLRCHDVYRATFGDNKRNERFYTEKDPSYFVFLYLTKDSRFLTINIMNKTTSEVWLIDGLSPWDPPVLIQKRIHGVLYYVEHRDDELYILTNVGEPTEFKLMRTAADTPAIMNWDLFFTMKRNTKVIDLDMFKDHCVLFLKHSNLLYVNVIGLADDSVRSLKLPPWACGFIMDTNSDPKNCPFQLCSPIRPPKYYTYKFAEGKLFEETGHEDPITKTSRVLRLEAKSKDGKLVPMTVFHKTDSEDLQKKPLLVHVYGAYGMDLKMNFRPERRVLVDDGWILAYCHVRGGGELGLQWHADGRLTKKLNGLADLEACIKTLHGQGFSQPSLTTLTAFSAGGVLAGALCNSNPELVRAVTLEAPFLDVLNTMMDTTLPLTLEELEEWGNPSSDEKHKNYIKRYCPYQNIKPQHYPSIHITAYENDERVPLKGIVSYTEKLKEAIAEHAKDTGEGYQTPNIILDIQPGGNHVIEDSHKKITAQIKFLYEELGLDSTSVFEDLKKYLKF
# ZTA counter – blocks Epstein-Barr virus ZTA, an EBNA-1 counter-screen | P03206 | ZTA-DNA binding, fluorescence polarization | inhibition, % at 11 µM | hit rate 0.15% among 320,000 | AID 2234; in the data active means inhibition above about 33%
# LYPLA2 counter – blocks human lysophospholipase 2, a PME1 counter-screen | recombinant LYPLA2, FP-Rh probe fluorescence polarization | inhibition, % at 5.9 µM | hit rate 0.38% among 320,000 | O95372 | AID 2177;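 active means inhibition above the screen-wide mean plus 3 SD, limit set per campaign, cut at about 26% in these data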;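 further: 0% = LYPLA2 with DMSO and 100% = wells lacking LYPLA2 enzyme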
# An asterisk follows results filed as active; · = no result given.
No.	SMILES	PAFAH1B2 FP inh	PAFAH2 inh	pPAFAH inh	PAFAH1B3 inh	LYPLA1 counter	EBNA-1 inhibitor	PREPL inhibitor	ZTA counter	LYPLA2 counter
1	O=C(C[C@@H]1C/C=C\C[C@@H](Cc2ccc(F)cc2)C(=O)OC[C@@H]2CCCN2C1=O)N[C@H](CO)Cc1ccccc1	8	0	2	2	·	·	48*	·	·
2	Clc1ccc(SCc2cc(Cl)nc(-c3ccccc3)n2)cc1	0	1	4	-1	-3	5	-2	2	-3
3	CCOC(=O)N1CCN(c2c(NCCCOC(C)C)c(=O)c2=O)CC1	5	2	5	7	1	1	-5	13	7
4	Cc1cccc(NC(=O)CNC(=O)COc2cc(F)ccc2[N+](=O)[O-])c1C	0	11	3	6	-2	-13	-5	-14	2
5	O=c1oc(-c2ccccc2)nc2c1C1(CCCCC1)Cc1ccccc1-2	-3	-7	-3	4	-1	-11	-10	13	-1
6	CCCCCCn1c(O)c(/C=C2\C=NN=C2c2ccccc2)sc1=S	-4	-7	-4	-6	-17	5	1	-11	-32
7	COc1cccc(C=N[C@@H](CO)[C@@H](O)c2ccc([N+](=O)[O-])cc2)c1O	7	7	5	5	-1	2	-5	7	4
8	Cc1ccc(/C=N/NC(=O)CSc2nnc(-c3ccc(Cl)cc3)n2-c2ccc(Cl)cc2)o1	-10	-2	-2	1	-6	-7	39	-4	-2
9	Cc1cc(C)c(NC(=O)CNC(=O)[C@@H]2CCCN2C(=O)c2cccs2)c(C)c1	6	3	2	7	5	·	4	-2	1
10	CCCN(CC1CC1)C(=S)NC(=O)c1ccc(S(=O)(=O)N2CCOCC2)cc1	4	9	1	7	0	0	1	5	3
11	N#Cc1nc(-c2ccccc2Cl)oc1NCC1CCCO1 (configuration not stated)	-4	8	2	9	2	7	14	-5	2
12	Cc1ccccc1CN1CCc2c(OCC(=O)N3CCCCC3)cccc2C1=O	2	2	1	6	0	1	6	-14	5
13	Cc1cc(C(=O)Cn2cnc3ccccc3c2=O)c(C)n1C1CC1	-6	1	-2	4	6	-14	10	4	5
14	COCCn1c(=S)[nH]c2ccccc21	-2	1	1	4	-1	-1	-3	11	1
15	COc1ccc(CCNC(=O)Cn2nnc(C(=O)Nc3cccc(C)c3C)c2N)cc1OC	1	-2	9	3	-3	-2	-7	1	5
16	S=C(NC1CCCCC1)N1CCOCCOCCN(C(=S)NC2CCCCC2)CCOCCOCC1	·	·	6	·	2	-7	-8	-10	-1
17	O=C(Cn1c(NCCO)nc2ccccc21)c1ccco1	7	1	6	-5	4	-6	-10	-10	8
18	CC1CCN(C(=O)c2cc(N3C(=O)C4C5CCC(C5)C4C3=O)ccc2Cl)CC1 (configuration not stated)	·	·	1	·	-3	-9	-2	0	0
19	CCOc1ccc(NC(=O)COC(=O)Cn2nc(C)c([N+](=O)[O-])c2C)cc1OCC	5	4	-2	10	·	·	3	·	·
20	CCCCN(C)C(=O)c1nc2ccccn2c1CN1CCC[C@H]1CO	-1	3	6	8	3	-4	8	-3	2
21	CCOC(=O)c1sc(=S)n(-c2cc(F)ccc2F)c1N	2	11	7	-2	0	-3	3	1	2
22	Cc1ccc(-c2cc(C(=O)N3CCN(C(=O)c4ccco4)CC3)[nH]n2)c(C)c1	4	5	5	4	1	-7	7	10	5
23	Cn1c(C(=O)O)c(CC(=O)Nc2ccc3c(c2)OCCO3)c2ccccc21	6	-5	9	3	-2	7	6	-6	4
24	Cc1cccc(-[n+]2c(-c3cccc(Br)c3)[nH]c3nc4ccccc4nc32)c1	·	·	4	·	0	-3	2	-4	1

# A draw from above in order of molar mass, rising:
No.	SMILES	PAFAH1B2 FP inh	PAFAH2 inh	pPAFAH inh	PAFAH1B3 inh	LYPLA1 counter	EBNA-1 inhibitor	PREPL inhibitor	ZTA counter	LYPLA2 counter
17	O=C(Cn1c(NCCO)nc2ccccc21)c1ccco1	7	1	6	-5	4	-6	-10	-10	8
11	N#Cc1nc(-c2ccccc2Cl)oc1NCC1CCCO1 (configuration not stated)	-4	8	2	9	2	7	14	-5	2
21	CCOC(=O)c1sc(=S)n(-c2cc(F)ccc2F)c1N	2	11	7	-2	0	-3	3	1	2
13	Cc1cc(C(=O)Cn2cnc3ccccc3c2=O)c(C)n1C1CC1	-6	1	-2	4	6	-14	10	4	5
20	CCCCN(C)C(=O)c1nc2ccccn2c1CN1CCC[C@H]1CO	-1	3	6	8	3	-4	8	-3	2
23	Cn1c(C(=O)O)c(CC(=O)Nc2ccc3c(c2)OCCO3)c2ccccc21	6	-5	9	3	-2	7	6	-6	4
12	Cc1ccccc1CN1CCc2c(OCC(=O)N3CCCCC3)cccc2C1=O	2	2	1	6	0	1	6	-14	5
9	Cc1cc(C)c(NC(=O)CNC(=O)[C@@H]2CCCN2C(=O)c2cccs2)c(C)c1	6	3	2	7	5	·	4	-2	1
18	CC1CCN(C(=O)c2cc(N3C(=O)C4C5CCC(C5)C4C3=O)ccc2Cl)CC1 (configuration not stated)	·	·	1	·	-3	-9	-2	0	0
24	Cc1cccc(-[n+]2c(-c3cccc(Br)c3)[nH]c3nc4ccccc4nc32)c1	·	·	4	·	0	-3	2	-4	1
19	CCOc1ccc(NC(=O)COC(=O)Cn2nc(C)c([N+](=O)[O-])c2C)cc1OCC	5	4	-2	10	·	·	3	·	·
10	CCCN(CC1CC1)C(=S)NC(=O)c1ccc(S(=O)(=O)N2CCOCC2)cc1	4	9	1	7	0	0	1	5	3
16	S=C(NC1CCCCC1)N1CCOCCOCCN(C(=S)NC2CCCCC2)CCOCCOCC1	·	·	6	·	2	-7	-8	-10	-1

# The listing continues:
No.	SMILES	PAFAH1B2 FP inh	PAFAH2 inh	pPAFAH inh	PAFAH1B3 inh	LYPLA1 counter	EBNA-1 inhibitor	PREPL inhibitor	ZTA counter	LYPLA2 counter
25	COc1ccc(/C=C2\SC(N3CCc4ccccc4C3)=NC2=O)cc1	-2	11	8	3	-3	-1	-6	21	4
26	COCCNC(=S)N(CCc1c(C)[nH]c2ccc(C)cc12)Cc1cc(OC)c(OC)c(OC)c1	4	7	15	3	1	4	10	8	0
27	CC1=C(n2ccnc2)CCC1=O	-2	0	7	-7	0	6	-2	8	-4
28	CCOC(=O)N1CCC(N2C(=O)c3ccc(C(=O)Nc4ccc(F)cc4F)cc3C2=O)CC1	-2	-1	4	5	0	-3	9	-4	4
29	COc1ccccc1/C=C/C=N/NC(=O)CCC1C(=O)NN=C1C (configuration not stated)	-1	4	3	-3	-3	1	2	8	4
30	CCCN1C(=O)SC(CC(=O)Nc2ccc(Br)cc2)C1=O (configuration not stated)	2	0	-1	9	-4	0	0	-26	1

# Some of the compounds tested. The share of hits here may be higher or lower than overall.
